# Screening data (PubChem BioAssay)
# LDHA block: inhibitors of human lactate dehydrogenase A; P00338; purified LDHA, NADH/diaphorase-resazurin fluorescence; active compounds read low; activity change, % (values are at about 110 or 230 µM); 0.15% of 480,000 active; in the data active = activity change below about -30%; inconclusive = mostly about -25% to -30%;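 also: plate controls were DMSO wells for no effect and wells without enzyme for full effect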
#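 LDH5 2 nM; NADH 0.06 mM, pyruvate 0.2 mM; 200 mM Tris pH 7.4, EDTA, Tween-20; 5 min RT. Detection: diaphorase 0.133 mg/mL + resazurin 37 µM, fluorescence ex540/em590 at 0 and 20 min; normalized to enzyme-free and DMSO wells.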
# An asterisk follows results filed as active; u = inconclusive. A portion of the library, so the mix of outcomes need not match the whole.
SMILES,LDHA block
Cc1nn(C)c(C)c1CC(=O)N1CCN(S(=O)(=O)c2c(C)c(C)c(C)c(C)c2C)CC1,-3.3
Cc1cc(NC(=O)COC(=O)c2cc3ccccc3o2)no1,0.0
CCn1cnc2c1c(=O)n(CC(=O)N(C)C1CCS(=O)(=O)C1)c(=O)n2Cc1ccccc1 (centres undefined),5.6
Cc1ccc(-c2cnc(CCC(=O)N(C)CC(=O)Nc3ccccc3Br)o2)cc1C,-2.8
CCOC(=O)[C@]12CCC=C1N(CCC1=CCCCC1)C(=O)[C@H](CC(=O)NCc1cccs1)C2,0.1
CC1CCCCN1CCNC(=O)c1cc2c(s1)-c1ccccc1OC2 (centres undefined),-0.3
COc1cccc2cc(S(=O)(=O)N3CCCCCC3)c(=O)oc12,9.2
COc1cccc2ccn(CC(=O)NCc3ccccc3)c12,2.5
CC(Cn1cccn1)NC(=O)N1CCCN(Cc2cccs2)CC1 (centres undefined),-3.8
Cc1ccc(Cl)cc1NC(=O)Cn1cnc2c1c(=O)n(C)c(=O)n2C,-0.2
CC(=O)Nc1ccc(NC(=O)CSc2nc(Cl)nc3nc[nH]c23)cc1,-10.2
O=C1NC[C@H](CCCCN2C[C@@H](Cc3ccccc3)N(CCC3CCCCC3)C(=O)C2=O)N(CCC2CCCCC2)C1=O,2.3
CC(C)N(Cc1ccccc1)C(=O)COC(=O)c1ccc(F)cc1Cl,-5.0
CCOC(=O)C1(C(F)(F)F)N=C(c2ccc(OC)cc2)OC(N(C)C)=N1 (centres undefined),13.0
COc1ncc(-c2ccc(N3C(c4ccc([N+](=O)[O-])cc4)=Cc4ccccc4C3CC(C)=O)cc2)cn1 (centres undefined),-0.8

# A second format for part of the listing above.
compound: Cc1nn(C)c(C)c1CC(=O)N1CCN(S(=O)(=O)c2c(C)c(C)c(C)c(C)c2C)CC1
- LDHA block: -3.3
compound: Cc1cc(NC(=O)COC(=O)c2cc3ccccc3o2)no1
- LDHA block: 0.0
compound: CCn1cnc2c1c(=O)n(CC(=O)N(C)C1CCS(=O)(=O)C1)c(=O)n2Cc1ccccc1 (centres undefined)
- LDHA block: 5.6
compound: Cc1ccc(-c2cnc(CCC(=O)N(C)CC(=O)Nc3ccccc3Br)o2)cc1C
- LDHA block: -2.8

# (listing goes on)
SMILES,LDHA block
Cc1cccc(NC(=O)c2ccc(CSc3ccc(Cl)cc3)cc2)c1C,-2.3
COC(=O)C(C)Oc1ccc2cc(-c3ccc(OC)c(OC)c3)c(=O)oc2c1 (centres undefined),21.4
CC(=O)Nc1ccc(NC(=O)CCc2nc(-c3ccc(C)n(C(C)C)c3=O)no2)cc1,-6.4
O=C(CC1CCCC1)NC12CC3CC(CC(C3)C1)C2,0.3
CCOc1ccc(-c2csc(-c3c(C)c(C)nn(C)c3=O)n2)cc1,-0.2
O=C(Nc1cccc(S(=O)(=O)N2CCCC2)c1)C1=COCCO1,-20.0
CC(C)(C)C1CCC(=C(C#N)C(N)=O)CC1 (centres undefined),-16.6
O=Cc1cccn1-c1ccc(Cl)c(Cl)c1,2.6
CN(C)C(=O)CNS(=O)(=O)c1ccc(Cl)cc1F,6.5
Cc1cccc(C(=O)Nc2ccccc2SC2CCCC2)c1I,0.7
COCCn1c(SCC(=O)Nc2ncc(Cl)cc2Cl)nc2ccccc21,-0.4
COC(=O)CCCn1cc(CN2CC(N(C)C)CS2(=O)=O)nn1 (centres undefined),-2.8
Cc1ccc(S(=O)(=O)Nc2nc3ccc(C)cc3nc2Nc2ccc3c(c2)OCO3)cc1,21.3
Cc1nn(C)c(C)c1CC(=O)Nc1nc(-c2ccc(Cl)cc2Cl)cs1,1.8
C/C=C/Oc1ccc(C(=O)/C(=C\c2ccncc2)c2nc3ccccc3o2)cc1,3.5
CCOC(=O)C(NC(=O)c1ccccc1)C(C)C (centres undefined),1.5
Cc1ccccc1-c1cc(=O)c2cc(NC(=O)c3ccccc3)ccc2o1,0.4
O=C(CSc1ncc(-c2ccc(F)cc2)o1)NC1CCCC1,-6.7
Cc1ccc2nc(C)c(C(=O)N3CCN(S(=O)(=O)c4cc(F)ccc4F)CC3)cc2c1,-1.3
CC1CCCCN1c1nnc(NC(=O)Nc2ccccc2C(F)(F)F)s1 (centres undefined),-0.1
Cc1cc(CS(=O)(=O)CC(=O)NC2CCCCCC2)on1,-1.3
Nc1nccnc1C(=O)NCc1ccc(-n2cccn2)nc1,0.9
Cc1nc(CNC(=O)c2ccccc2C)cs1,5.2
Cc1oc2cc(OCC(=O)N(C)CCO)ccc2c(=O)c1Oc1ccccc1,0.2
c1ccc(C[C@H]2COc3c4ccccc4nn32)cc1,-6.9
Cc1ccc(-n2cc(-c3ccccc3)c3c(N4CCN(CCO)CC4)ncnc32)cc1Cl,-8.6
Cc1ccccc1C(C)NC(=O)c1ccc[n+]([O-])c1 (centres undefined),-5.3
COc1ccc(-c2csc(NC(=O)CSc3nc4ccccc4o3)n2)cc1,5.8
COc1ccc(-c2nc3n(c2C(=O)Nc2cccc(C(F)(F)F)c2)CCS3(=O)=O)cc1,u
CN(C)S(=O)(=O)c1ccc(N2CCOCC2)c(C(=O)N2CCc3ccccc32)c1,-0.1

# Next part, starting with the last 4 of the part before.
SMILES,LDHA block
Cc1ccccc1C(C)NC(=O)c1ccc[n+]([O-])c1 (centres undefined),-5.3
COc1ccc(-c2csc(NC(=O)CSc3nc4ccccc4o3)n2)cc1,5.8
COc1ccc(-c2nc3n(c2C(=O)Nc2cccc(C(F)(F)F)c2)CCS3(=O)=O)cc1,u
CN(C)S(=O)(=O)c1ccc(N2CCOCC2)c(C(=O)N2CCc3ccccc32)c1,-0.1
O=C(COc1ccccc1C(=O)O)NCc1ccco1,-3.6
Cc1cc(SC(C)C(=O)NC(=O)NC2CC2)nc2c(C)cccc12 (centres undefined),4.3
Cc1c(C(=O)C(=O)NC(C)c2ccccc2)c2ccccc2n1C (centres undefined),-3.9
CSCCC(C(=O)Nc1c(C)cccc1C)n1c(-c2ccc(C(F)(F)F)cc2)nc2ccccc21 (centres undefined),1.1
Cc1nc2cc(NC(=O)c3ccc(F)cc3)ccc2o1,5.0
Cc1ccc(-c2ccc(=O)n(CC(=O)Nc3c(C)cccc3C)n2)cc1S(=O)(=O)N1CCOCC1,-3.2
CCOc1ccc2c(c1)S/C(=C\c1ccc(Cl)cc1)C(=O)N2,-4.5
CCC(C)NC(=O)Nc1sc(C)c(C)c1C#N (centres undefined),9.9
CCOC(=O)C1=C(CN(CCOC)Cc2ccco2)NC(=O)NC1c1ccc(OC(C)C)cc1 (centres undefined),2.5
Cc1cccc(C)c1NC(=O)c1cc2ccccc2oc1=O,-11.1
Cc1ccccc1Cc1c(C)nc(N2CCN(Cc3ccccc3)CC2)[nH]c1=O,7.3
COc1ccccc1CNC(=O)C1(C)Cn2nc(-c3ccccc3)cc2C(=O)N1Cc1ccco1 (centres undefined),-13.1
COc1ccc(-n2nnnc2SCn2nnc3ccccc3c2=O)cc1,2.6
COCCNC(=S)N/N=C1\C=C(C)CC1,4.0
Cc1csc(NC(=O)COc2cccc3ccccc23)n1,-3.5
CC1(C)CC(=O)C2=C(C1)Nc1cc3c(cc1C2c1ccc(OCC(=O)O)cc1)OCO3 (centres undefined),2.3
CCOc1cc2nc(-c3ccc(OC)c(OC)c3)nc(N3CCC(C)CC3)c2cc1OC,8.6
Cc1cc2oc(C(=O)N(Cc3ccco3)Cc3ccco3)cc(=O)c2cc1Cl,6.2
CCOC(=O)[C@]12CCC=C1N(Cc1ccc(Cl)cc1Cl)C(=O)[C@H](CC(=O)N1CCSCC1)C2,-1.8
CC(=O)c1ccc(S(=O)(=O)Oc2ccc3ccc(=O)oc3c2)cc1,-6.6
Cn1c(C(=O)NCCNS(=O)(=O)c2cccs2)cc2ccccc21,8.0
O=C(CCc1ncc(-c2ccc(Cl)cc2)o1)N1CCOCC1,0.0
CC(C)=CC(=O)NCCc1ccsc1,-2.8
O=C1Cc2cc(S(=O)(=O)N3CCN(c4ccc(C(F)(F)F)cc4)CC3)ccc2N1,-1.9
COc1ccc(OC)c(NC(=O)c2cc3c(OC)c(OC)c(OC)cc3[nH]2)c1,13.9
N#Cc1cn(CC(=O)Nc2ccc(Cl)c(Cl)c2)c2ccccc12,-0.6
Oc1ccccc1Oc1ccc2nnc(-c3ccc(Br)cc3)n2n1,29.4
CC(C)Cc1nc(NCCN)c(C#N)c2c1CCCC2,1.0
Cc1c(C=O)c2ccccc2n1C,-2.0
COC(=O)c1ccc(C)c(S(=O)(=O)NCc2ccc(N3CCCC3)nc2)c1,4.4
CCCc1c(C(=O)Nc2ccc(NC(C)=O)cc2)nnn1-c1ccc2noc(-c3ccccc3)c2c1,-2.1
NCCCCNc1ncnc2ccc(-c3ccc4c(c3)OCO4)cc12,-7.4
Cc1ccc(C(=O)CC(C(=O)c2ccc(C)cc2)S(=O)(=O)c2ccc(C)cc2)cc1 (centres undefined),8.7
CC(Oc1ccccc1Cl)C(=O)N1CCC(c2nc3ccccc3o2)CC1 (centres undefined),-16.2
COc1cccc(Cn2c(C(C)n3c(C)nc4ccccc43)nc3ccccc32)c1 (centres undefined),-2.3
Cc1ccc(-c2csc(Nc3ccc(S(=O)(=O)Nc4nc(C)cc(C)n4)cc3)n2)cc1,-3.9
COc1ccc(OC)c(CN2CCN(C(=O)c3cc4c(s3)CCCCC4)CC2)c1,5.2
CC(C)(C)CN1C(=O)C(=O)NC[C@@H]1CC1CCCCC1,-2.0
O=C(CCCc1nc2ccccc2o1)NCc1ccccc1F,4.8
Cc1nn(-c2ccc3nncn3n2)c2c1C(c1ccccc1Cl)CC(=O)N2 (centres undefined),-20.6
COc1cc(C(=O)Nc2nc(C)c(C(=O)N(C)C)s2)cc(OC)c1OC,-1.1
N#Cc1cccc(C(=O)C(=O)N2CCC(c3ccccc3)CC2)c1,2.1
CCCCCNC(=O)C(c1cc2ccccc2o1)n1c(=O)c(-c2ccccc2)nc2ccccc21 (centres undefined),6.0
COc1ccc(-c2coc3cc(OCC(=O)Nc4nccs4)ccc3c2=O)cc1,-7.6
Cc1ccc(C23CC4CC(CC(C(=O)Nc5ccc(F)cc5)(C4)C2)C3)cc1,9.7
N#C/C(=C\c1ccc(OCC(=O)O)cc1)C(=O)N1CCOCC1,1.2
Cc1oc(-c2ccccc2)nc1CC(=O)Nc1ccc(Cl)cc1Cl,7.2
CC(=O)Nc1cccc(C(C)NC(=O)C=C2CCCC2)c1 (centres undefined),2.0
C(=N\N=C1c2ccccc2-c2ccccc21)/c1cccnc1,2.8
Oc1ccc(/C=C/c2nc(-c3ccc(F)cc3)cs2)cc1,1.8
COc1cc(CNC(=O)c2ccc3cn[nH]c3c2)cc(OC)c1OC,-1.3
CCCCn1nc(C(=O)NCCc2ccc(S(N)(=O)=O)cc2)c2ccccc2c1=O,0.0
CONC(=O)C(CC(C)C)NC(=O)c1ccc(Cl)cc1 (centres undefined),7.2
C=C(C)Cn1c(SCc2ccc(F)cc2)nc2c1c(=O)n(C)c(=O)n2C,-2.8
Cc1c(-c2ccccc2)nc2ccc(Br)cc2c1C(=O)O,9.2
Cc1c(N)cccc1C(=O)NCC(C)C,-1.6
COc1cc(C#N)cc(Cl)c1OCc1ccccc1C#N,-1.6
CC(=O)c1sc(-c2ccc(Br)cc2)nc1C,-16.3
COCCN1C(=O)C(=O)/C(=C(/O)c2ccc(OC)c(C)c2)C1c1ccc(Cl)cc1Cl (centres undefined),9.0
CC1CCCN(c2nc3ccccc3nc2NS(=O)(=O)c2ccccc2)C1 (centres undefined),3.0
# Continuation.
SMILES,LDHA block
Cc1[nH]c2ccc(C(=O)N3CCC(C(=O)NCC(C)(C)CN(C)C)CC3)cc2c1C,-1.4
CCS(=O)(=O)N1CCc2cc(C(=O)CSc3ccc(F)cc3F)ccc21,-15.3
O=C1C(c2ccccc2)=S=C2c3ccccc3C=CN12,43.3
O=C(OCc1ccc(F)cc1)c1cccc(S(=O)(=O)N2CCCCC2)c1,8.1
N#Cc1cc2c(nc1N1CCN(C(C(=O)O)c3c[nH]c4cc(Cl)ccc34)CC1)CCCC2 (centres undefined),-2.2
CCCNc1nc(-c2ccc3c(c2)CCCN3S(C)(=O)=O)cs1,9.7
CCCc1cc2c(=O)c(-c3ccc4c(c3)OCCCO4)coc2cc1OS(C)(=O)=O,-0.3
CCCCOCCCNC(=O)C[C@@H]1C[C@@]2(C(=O)OCC)CCC=C2N(Cc2ccc(Cl)cc2Cl)C1=O,2.8
O=C(CCNC(=O)N1CCn2c1nc1ccccc12)NC1CC1,2.3
CCN(Cc1ccccc1)C(=O)Cn1cc(C#N)c2ccccc21,6.6
Cc1ccc(Cl)cc1N1C(=O)N(CC(=O)N2CCCCCC2)c2ccccc2S1(=O)=O,-1.7
CCCSc1nc2c(c(=O)[nH]1)C(c1ccncc1)C(C(=O)OC)=C(C)N2 (centres undefined),5.7
Cc1c(C(=O)CSc2nnc(C3CC3)n2C2CC2)oc2ccccc12,-3.2
Cn1nc(C(=O)N2CCN(c3ccccc3Cl)CC2)c2ccccc2c1=O,4.0
CCn1c(=O)c2sc(N3CCCC3)nc2n(CC(=O)Nc2cc(F)ccc2C)c1=O,1.7
Cc1ccc(Cn2ccnc2SCC(=O)Nc2ccccc2F)cc1,-8.5
CC(C)/C=C1\CCCC\C1=N/NC(N)=O,1.6
CC(C)(C)c1cc(-c2nc3ccccc3[nH]2)n[nH]1,2.9
O=C(Nc1ccc(SCc2cccnc2)cc1)c1ccc2c(c1)OCCCO2,-0.6
COc1cc(-c2nc3c(c(=O)[nH]c(=O)n3Cc3ccccc3)n2CC2CCCO2)ccc1O (centres undefined),-5.5
COc1ccc(Nc2nc3ccccc3nc2NS(=O)(=O)c2ccc(F)cc2)cc1,-2.9
Cc1ccc(CNC(=O)N2CCN(CC(=O)Nc3cccc(C)c3C)CC2)cc1F,-3.1
O=C1NC[C@@H](CCCCN2CCN(CC3CCCCC3)C(=O)C2=O)N(Cc2ccccc2)C1=O,-3.2
N#CCc1ccc(OCc2ccc(C#N)cc2)cc1,0.9
CN(C)C1(CNC(=O)c2n[nH]c(=O)c3ccccc23)CCCCCC1,-0.4
